Bioassay records deposited in PubChem BioAssay by several laboratories.
TRPC4 block: inhibitors of mouse TRPC4 channel, primary screen, Fluo4 calcium, HEK293 TRPC4beta/mu-opioid cells; B-score at 10 µM; DAMGO-evoked Fluo4 calcium flux; stronger effect = lower value; hit rate 0.39% among 300,000;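 active = B-score over 3 SD under the library average, no early fluorescence shift, positive overall ratio signal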
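Material: HEK293 cells with stable TRPC4beta plus mu-opioid receptor expression / Probe or stimulus: DAMGO in two steps, submaximal then maximal / Compound: single concentration per test compound / Technique: kinetic Fluo4 fluorescence imaging of calcium influx / Read-out: per-well B score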
MrgX1 antagonist: antagonists of human MrgX1 receptor, primary screen, HEK293 cells, Fluo-4 calcium flux. Mas-related G-protein coupled receptor member X1 (Homo sapiens), Q96LB2. BAM8-22 antagonism; stronger effect = lower value. B-score at 10 µM. hit rate 1.3% among 310,000;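 active = calcium-response B-score plate-corrected more than 3 library SD below zero, starting fluorescence within 5 deviations, no agonist response on first addition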;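 also: peak minus trough fluorescence over baseline after final BAM8-22 challenge near maximal dose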
Target sequence (Q96LB2 whole entry, looked up): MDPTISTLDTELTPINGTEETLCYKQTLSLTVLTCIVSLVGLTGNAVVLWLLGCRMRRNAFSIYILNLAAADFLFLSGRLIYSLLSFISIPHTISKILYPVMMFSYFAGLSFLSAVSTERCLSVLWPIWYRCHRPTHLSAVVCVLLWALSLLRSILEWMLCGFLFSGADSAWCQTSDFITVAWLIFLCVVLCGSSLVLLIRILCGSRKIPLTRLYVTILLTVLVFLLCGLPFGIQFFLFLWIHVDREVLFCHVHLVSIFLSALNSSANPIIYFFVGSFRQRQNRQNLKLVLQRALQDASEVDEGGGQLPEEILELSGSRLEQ
SKKanGAS inh: S. pyogenes SKKanGAS growth inhibitors in kanamycin, primary screen, streptokinase expression inhibitor project, SKKanGAS strain, BacTiter-Glo luminescence; hit rate 1.3% among 300,000; 6 h; inhibition, % at 7.5 µM;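 active = mean replicate score, as percent of positive control median, at least 50; inconclusive = mean below 50 but one replicate at or above 50; inactive = mean and every replicate below 50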;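 also: strain carries kanamycin resistance gene driven by streptokinase promoter and grows in 40 µg/ml kanamycin; loss of luminescence reflects streptokinase promoter inhibition or plain growth inhibition; 0% = median of DMSO wells and 100% = positive control at its reference dose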
TRPC6 activator: mouse TRPC6 channel activators, primary screen, cell-based, HEK293, membrane potential dye; HEK293-TRPC6 membrane potential dye fluorescence; stronger effect = higher value; B-score at 10 µM; hit rate 0.13% among 310,000; Short transient receptor potential channel 6 (Mus musculus), Q61143;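 active = B-score of the integrated fluorescence ratio above library mean plus 3 SD, and starting fluorescence ratio within library mean plus 5 SD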;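 also: higher score means more depolarization so channel activation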
ANO1 activ: TMEM16A chloride channel activators or potentiators, primary screen, cell-based, HTS. B-score at 10 µM. Anoctamin-1 (Mus musculus), Q8BHY3. HEK293 TMEM16A/YFP-H148Q/I152L, iodide quench fluorescence; stronger effect = lower value. hit rate 0.3% among 340,000;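 active = fluorescence-ratio B-score plate-corrected deviation score at least 3 library SD below zero, with starting fluorescence score within 5 deviations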;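 also: channel opened by trigger with iodide after compound preincubation; score built on the fluorescence ratio of max minus min over baseline; more negative score means more quench and so TMEM16A activation or potentiation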
MrgX1 PAM: positive allosteric modulators of MrgX1, primary screen, HEK293 cells, Fluo-4 calcium flux | FDSS; stronger effect = higher value | AID 588675, 2011 | hit rate 0.63% among 310,000 | B-score at 10 µM;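 active = plate-corrected calcium response at least 3 library SD above typical, normal starting fluorescence, not activating the receptor alone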;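 also: compound read alongside a low EC10 to EC30 dose of BAM8-22 agonist; peak minus trough fluorescence over baseline measured at the second addition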
ANO1 block: TMEM16A chloride channel inhibitors, primary screen, cell-based, HTS | HEK293 TMEM16A/YFP iodide influx fluorescence, ionomycin | normalized B-score (activity score, 25-100; higher = stronger inhibition) at 10 µM | hit rate 1.2% among 310,000;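 active = ratio plate-corrected score three or more library SD toward inhibition, starting fluorescence score within five deviations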;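 also: score derived from kinetic fluorescence span divided by baseline fluorescence per well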
TRPC6 inhibitor: mouse TRPC6 channel inhibitors, primary screen, cell-based, HEK293, membrane potential dye. AID 2553, 2010. B-score at 10 µM. ACh-evoked depolarization; stronger effect = lower value. hit rate 1.1% among 310,000;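 active = B-score under library mean minus 3 SD, initial fluorescence not abnormally high, positive integrated signal ratio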;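 also: B-score derived from integrated fluorescence ratio over the kinetic read; more negative B-score means stronger inhibition of depolarization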
TRPC4 act: activators of mouse TRPC4 channel, primary screen, Fluo4 calcium, HEK293 TRPC4beta/mu-opioid cells. hit rate 0.49% among 310,000. AID 2237, 2010. B-score at 10 µM. Short transient receptor potential channel 4 (Mus musculus), Q9QUQ5. Fluo4 calcium fluorescence; stronger effect = higher value;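 active = B-score above 5 SD of library B-scores, and initial fluorescence ratio not above library mean plus 5 SD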;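 also: positive B-score marks a calcium rise read as TRPC4 activation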
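Incubation: 45 min room-temperature Fluo4 loading, 110 s read / System: HEK293 cells stably co-expressing mouse TRPC4beta and mu-opioid receptor / Signal: Fluo4 fluorescence, kinetic / Control set: buffer (low) and maximal DAMGO (high) / Measure: integrated baseline-normalised fluorescence ratio, converted to per-well B score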
MrgX1 ag: agonists of human MrgX1 receptor, primary screen, HEK293 cells, Fluo-4 calcium flux; hit rate 0.44% among 310,000; B-score at 10 µM; Fluo-4 calcium fluorescence, agonist mode; stronger effect = higher value; Mas-related G-protein coupled receptor member X1 (Homo sapiens), Q96LB2; AID 588627, 2011;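 active = calcium response B-score plate-corrected fluorescence ratio at least 3 library SD, with starting fluorescence B-score inside 5 SD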
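System – MrgX1-expressing HEK293 cells · Incubation – cells plated overnight, dye loaded 0.5 h 37 °C, 0.5 h room temperature · Technique – kinetic Fluo-4 NW fluorescence of intracellular calcium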
TRPC4 potent: positive allosteric modulators of TRPC4, primary screen, cell-based, mouse TRPC4beta, HEK293 mu-opioid, Fluo-4 calcium; Short transient receptor potential channel 4 (Mus musculus), Q9QUQ5; DAMGO EC20, Fluo-4 Ca2+ flux; stronger effect = higher value; B-score at 10 µM; hit rate 0.42% among 310,000;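 active = B-score of calcium response area above 5 SD of library B-scores, with initial fluorescence ratio within 5 SD of library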;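 also: B-score of integrated fluorescence ratio over time as area under calcium response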
* = called active by the depositor; i = inactive; ? = inconclusive; · = not tested or not shown.

SMILES | TRPC4 block | MrgX1 antagonist | SKKanGAS inh | TRPC6 activator | ANO1 activ | MrgX1 PAM | ANO1 block | TRPC6 inhibitor | TRPC4 act | MrgX1 ag | TRPC4 potent
CN(CC(=O)Nc1ccccc1Cl)C(=O)COC(=O)c1cc(S(=O)(=O)N(C)C)ccc1N1CCCC1 | i | i | -7.0 | i | i | i | i | i | i | i | i
O=C1/C(=C/N(C(=O)c2ccco2)c2ccc(Br)cc2)Sc2ccccc21 | i | i | 5.8 | i | i | i | i | i | i | i | i
O=C(N/N=C/c1ccc(O)c(Br)c1)c1cc2c(ccc3ccccc32)o1 | i | i | · | i | i | i | i | i | i | i | i
COC(=O)CNC(=O)CN1c2cccc3cccc(c23)S1(=O)=O | i | i | 3.5 | i | i | i | i | i | i | i | i
COc1cccc(CN(C)C(=O)CNC(=O)c2ccc3c(c2)OCO3)c1OC | i | i | -0.9 | i | i | i | i | i | i | i | i
CCCOc1ccc(C(CC(=O)O)NC(=O)C23CC4CC(CC(C4)C2)C3)cc1 (stereo unspecified) | i | i | 0.4 | i | i | i | i | i | i | i | i
Cc1ccccc1Cn1c2ccccc2c2cnn(CC(=O)NCCCN3CCN(C)CC3)c(=O)c21 | i | i | 12.4 | i | i | i | i | i | i | i | i
CCOC(=O)c1cc2sc(C)cc2n1C(C)C(=O)OCC (stereo unspecified) | i | i | -1.1 | i | i | i | i | i | i | i | i
Cc1nc2c(=O)n(-c3ccc(F)c(Cl)c3)nc(C)c2s1 | i | i | -2.2 | i | i | i | i | i | i | i | i
COc1ccc2c(CCNC(=O)Nc3ccccc3)c[nH]c2c1 | i | i | -1.7 | i | i | i | i | i | i | i | i
COc1ccc(C(=O)c2ccc(Cl)c([N+](=O)[O-])c2)cc1 | i | i | 1.8 | i | i | 7* | i | i | i | i | i
O=C(NCc1ccc(F)cc1)c1cc2ccccn2n1 | i | i | -3.5 | i | i | i | i | i | i | i | i
CCn1c(SCc2nc3ccccc3[nH]2)nnc1-c1ccncc1 | i | i | 9.0 | i | i | i | i | i | i | i | i
O=C(O)c1cc(O)ccc1NC(=O)C(c1ccccc1)c1ccccc1 | i | i | -3.2 | i | i | i | i | i | i | i | i
CCOc1ccc(OCc2ccc(C(=O)N3CCCC3)o2)cc1 | i | i | 5.9 | i | i | i | i | i | i | i | i
Cn1c(SCC(=O)N2CCN(c3ccccc3)CC2)nnc1-c1ccco1 | i | i | 4.4 | i | i | i | i | i | i | i | i
COC(=O)c1ccccc1NC(=O)NCc1ccc2c(c1)OCO2 | i | i | -0.5 | i | i | i | i | i | i | i | i
OCC1(Cc2ccccc2)CCCN(Cc2ccn[nH]2)C1 (stereo unspecified) | i | i | 11.4 | i | i | i | i | i | i | i | i
CC(=O)c1ccc(OC(C)C)c(CSc2nc(O)cc(=O)[nH]2)c1 | i | i | 15.5 | i | i | i | i | i | i | i | i
CN(C)/C=N/c1sc2c(c1C#N)CC(C)(C)NC2(C)C | i | i | -4.1 | i | i | i | i | i | i | i | i
CN(C(=O)c1ccno1)c1nnc(-c2ccccn2)s1 | i | i | -1.6 | i | i | i | i | i | i | i | i
Cc1ccc(S(=O)(=O)c2cc3c(=O)n4cccc(C)c4nc3n(Cc3ccncc3)c2=N)cc1 | i | i | 4.9 | i | i | i | i | i | i | i | i
CCC(C(=O)NCCCN1CCCC1=O)n1c2ccccc2c2nc(=O)cc(C)n21 (stereo unspecified) | i | i | ? | i | i | i | i | i | i | i | i
CCC1c2ccc(C)n2CCN1C(=O)Nc1ccccc1C(=O)OC (stereo unspecified) | i | i | 6.2 | i | i | i | i | i | i | 29.3* | i
CC(C)(Cc1ccc(O)cc1)NC(=O)SCc1ccccc1 | i | i | 9.0 | i | i | i | i | i | i | i | i
O=C(Nc1ccc(N2CCOCC2)cc1)c1cc(-c2ccncc2)nc2ccccc12 | i | i | 10.9 | i | i | i | i | i | i | i | i
Cc1nnc(SCC(=O)N2CCOCC2)[nH]c1=O | i | i | -1.7 | i | i | i | i | i | i | i | i
O=C(CSc1nc2ccccc2s1)Nc1cc(C(=O)O)cc(C(=O)O)c1 | i | i | 7.9 | i | i | i | i | i | i | i | i
Cc1nn(-c2ccccc2)c(N)c1N=O | i | i | 0.4 | i | i | i | i | i | i | i | i
COc1ccc(-c2oc3cccnc3c2/C=C/c2ccc(OC)c(OC)c2)cc1 | i | i | 19.1 | i | i | i | i | i | i | i | i
Cc1ccc(NC(=O)CCC(=O)N/N=C/c2ccccc2O)cc1 | i | i | 6.8 | i | i | i | i | i | i | i | i
CCOc1cc(/C=N/NC(=O)C2CCCC2)ccc1OC(C)C | i | i | 1.4 | i | i | i | i | i | i | i | i
O=C(CCCc1ccccc1)NCc1ccccc1Cl | i | i | 9.5 | i | i | i | i | i | i | i | i
O=C(NCCO)NC(=S)c1ccccc1 | i | i | -4.1 | i | i | i | i | i | i | i | i
CCOc1cc(N2CCOCC2)c(OCC)cc1NC(=O)c1ccc(-n2ccnc2)c([N+](=O)[O-])c1 | i | i | 1.4 | i | i | i | i | i | i | i | i
S=C(NC1CCCCC1)N1CCN(Cc2ccccc2Cl)CC1 | i | i | -0.6 | i | i | i | i | i | i | i | i
COC(=O)Nc1ccc(S(=O)(=O)N2CCCC(C(=O)N3CCCCCC3)C2)cc1 (stereo unspecified) | i | i | -26.0 | i | i | i | i | i | i | i | i
CCCOc1ccc(-c2c(C(=O)N/N=C/c3ccc(OC)cc3)nnn2-c2nonc2N)cc1 | i | i | 17.9 | i | i | i | i | i | i | i | i
O=C(COC(=O)CCC(NC(=O)OCc1ccccc1)C(=O)OCC(=O)Nc1ccccc1)Nc1ccccc1 (stereo unspecified) | i | i | -4.8 | i | i | i | i | i | i | i | i
Cc1cc2nnc(SCC(=O)N3CCN(c4ccccc4)CC3)n2c(N)n1 | i | i | 5.7 | i | i | i | i | i | i | i | i
COc1cccc(CN(C(=O)c2ccccc2)C2CCS(=O)(=O)C2)c1 (stereo unspecified) | i | i | -2.4 | i | i | i | i | i | i | i | i
C=CCOc1ccc(-c2nc3c(c(=O)[nH]c(=O)n3CCCC)n2C)cc1Br | i | i | 2.3 | i | i | i | i | i | i | i | i
Cn1nnnc1SCCNCc1ccncc1 | i | i | -3.6 | i | i | i | i | i | i | i | i
COc1cccc(C(c2nnnn2C(C)(C)C)N2CCN(C3CCCCC3)CC2)c1OC (stereo unspecified) | -6* | · | -1.8 | i | i | · | · | i | i | · | i
CCOC(=O)c1ccc(Nc2nc(-c3cccnc3)nc3ccccc23)cc1 | i | i | 20.5 | i | i | i | 25* | i | i | i | i
Cc1csc(NC(=O)CSc2nnc(NC(=O)COc3ccccc3)s2)n1 | i | i | -1.2 | i | i | i | i | i | i | i | i
CCOc1ccc(CNC(=O)Cn2ccc3cc(S(=O)(=O)N4CCCC4)ccc32)cc1 | i | i | -1.1 | i | i | i | i | i | i | i | i
CCCC1(C(=O)OC)NC(c2ccco2)C2C(=O)N(c3ccc(C)cc3)C(=O)C21 (stereo unspecified) | i | i | -1.6 | i | i | i | i | i | i | i | i
N#Cc1ccc(COC(=O)c2ccc3c(=O)[nH]c(CN4CCOCC4)nc3c2)cc1 | i | i | 5.1 | i | i | i | i | i | i | i | i
COc1ccccc1NC(=O)Cn1cnc2c(oc3nc4c(cc32)CCCC4)c1=O | i | i | -0.4 | i | i | i | i | i | i | i | i

(cont.)
SMILES | TRPC4 block | MrgX1 antagonist | SKKanGAS inh | TRPC6 activator | ANO1 activ | MrgX1 PAM | ANO1 block | TRPC6 inhibitor | TRPC4 act | MrgX1 ag | TRPC4 potent
O=C(Cn1cnc2c(nnn2Cc2ccc(F)cc2)c1=O)NCC1CCCO1 (stereo unspecified) | i | i | -4.6 | i | i | i | i | i | i | i | i
CCCC1(C(=O)OC)NC(c2ccc(OC)c(OC)c2)C2C(=O)N(c3cccc(C(C)=O)c3)C(=O)C21 (stereo unspecified) | i | i | -3.1 | i | i | i | i | i | i | i | i
COc1ccc(C(=O)NNC(=O)Cc2ccc(-c3ccccc3)cc2)cc1OC | i | i | -10.9 | i | i | i | i | i | i | i | i
CCCCNC(=O)CO/N=C(\C)c1cc2ccccc2o1 | i | i | -7.4 | i | i | i | i | i | i | i | i
COc1ccc(C(CCN2CCN(c3ccccc3)CC2)c2c(OC)cc(OC)c3c(-c4ccccc4)cc(=O)oc23)cc1 (stereo unspecified) | i | i | 8.5 | i | i | i | i | i | i | i | i
Cc1cccc(-n2c(C)n[nH]c2=S)c1C | i | i | 2.3 | i | i | i | i | i | i | i | i
Cc1ccc(O)c(Nc2c3ccccc3nc3ccccc23)c1 | i | i | -3.9 | i | i | i | 25* | -5.59* | i | i | i
O=C(NCCCN1CCOCC1)c1ccc(CSCc2cccc(Cl)c2)o1 | i | i | -11.3 | i | i | i | i | i | i | i | i
O=C(Nc1ccc2c(c1)OCCO2)c1ccc(CN2CCOCC2)cc1 | i | i | 2.3 | i | i | i | i | i | i | i | i
CCC1CCCCN1S(=O)(=O)Cc1ccccc1Cl (stereo unspecified) | i | i | -5.6 | i | i | i | i | i | i | i | i
CC(=O)Nc1ccc(C(=O)Nc2ccc(S(=O)(=O)N3CCOCC3)cc2)cc1 | i | i | -1.9 | i | i | i | i | i | i | i | i
O=C(c1cc2c(ccc3ccccc32)oc1=O)N1CCN(CCO)CC1 | i | i | -4.4 | i | i | i | i | i | i | i | i
Cn1ncc([N+](=O)[O-])c1C(=O)Nc1ccc(-c2nc3ccccc3[nH]2)cc1 | i | i | 7.5 | i | i | i | i | i | i | i | i
Cc1c(Cl)cccc1NC(=O)Nc1ccc(C(=O)N2CCCC2)cc1 | i | i | -8.7 | i | i | i | i | i | i | i | i

Random draw from the library; 6.7% or so of the library scored in one or more.
